High-throughput results deposited in PubChem by several laboratories.
m-calpain inh: inhibitors of pig calpain II, primary screen, biochemical, fluorogenic peptide substrate, 1536-well; AID 1236, 2008; inhibition, % at 16 µM; hit rate 0.37% among 220,000; purified calpain II, 30 min;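 active = inhibition above about 50%, limit read from the data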
Furin inh: human furin inhibitors, primary screen, biochemical, fluorescence intensity; purified furin, fluorogenic substrate cleavage; inhibition, % at 30 µM; hit rate 0.061% among 220,000; AID 463115, 2010; in the data active = inhibition above about 25%; note: inactives centre near -15
p97 ATPase inh: inhibitors of human p97 ATPase, primary screen, biochemical; Transitional endoplasmic reticulum ATPase (Homo sapiens), P55072; inhibition, % at 8 µM; recombinant p97 ATPase, Kinase-Glo ATP luminescence, 3 h; AID 1481, 2009; hit rate 0.42% among 220,000; in the data active = inhibition above about 15%;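 note: 0% = DMSO vehicle and 100% = wells lacking enzyme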
EBV gp42 block: Epstein-Barr virus gp42 inhibitors, primary screen, biochemical, uHTS, fluorescence polarization | Glycoprotein 42 (Epstein-Barr virus (strain AG876)), Q1HVG2 | Fluorescence polarization binding assay, mP read-out | inhibition, % (tested at 21.74 µM) | hit rate 0.42% among 220,000 | AID 1085, 2008; in the data active = inhibition above about 50%
Target sequence (Q1HVG2 whole entry, looked up): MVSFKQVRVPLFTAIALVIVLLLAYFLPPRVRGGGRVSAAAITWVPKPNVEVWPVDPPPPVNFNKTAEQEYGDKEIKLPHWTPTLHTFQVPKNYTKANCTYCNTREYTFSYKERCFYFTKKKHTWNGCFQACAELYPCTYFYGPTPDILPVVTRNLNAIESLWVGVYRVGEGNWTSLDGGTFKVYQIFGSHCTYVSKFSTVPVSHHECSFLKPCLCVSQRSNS
Runt-SMMHC FRET: inhibitors of RUNX1 Runt–CBFb-SMMHC binding, primary screen, biochemical, FRET, Cerulean-Runt, Venus-CBFb-SMMHC, uHTS; Runt-related transcription factor 1 (Homo sapiens) + Core-binding factor subunit beta …; hit rate 0.74% among 220,000; inhibition, % at 20 µM; Cerulean-Runt/Venus-CBFb-SMMHC FRET ratio 530/480, 1 h; AID 1434, 2008;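 active = mean inhibition across duplicate retests at 20 µM reaching about 50%, limit read from the data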;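 note: 0% = DMSO wells and 100% = wells with excess untagged CBFb-SMMHC; inhibitors lower the FRET ratio by blocking Runt binding to CBFb-SMMHC; some results filed as inactive read as strong as hits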
Target sequence (Q01196 whole entry, looked up): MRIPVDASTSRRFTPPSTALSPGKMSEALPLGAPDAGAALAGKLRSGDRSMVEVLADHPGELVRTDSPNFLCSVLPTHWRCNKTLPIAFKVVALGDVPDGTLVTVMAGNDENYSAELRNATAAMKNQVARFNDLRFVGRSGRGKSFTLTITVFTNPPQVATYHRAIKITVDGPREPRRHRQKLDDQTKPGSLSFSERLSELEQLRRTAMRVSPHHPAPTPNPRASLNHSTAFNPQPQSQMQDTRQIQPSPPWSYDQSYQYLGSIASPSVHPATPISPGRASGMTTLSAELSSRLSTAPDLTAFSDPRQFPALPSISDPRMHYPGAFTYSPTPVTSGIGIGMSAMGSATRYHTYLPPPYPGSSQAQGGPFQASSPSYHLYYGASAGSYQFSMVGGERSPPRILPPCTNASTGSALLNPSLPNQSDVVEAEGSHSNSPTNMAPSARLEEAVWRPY
Target sequence (Q13951 whole entry, looked up): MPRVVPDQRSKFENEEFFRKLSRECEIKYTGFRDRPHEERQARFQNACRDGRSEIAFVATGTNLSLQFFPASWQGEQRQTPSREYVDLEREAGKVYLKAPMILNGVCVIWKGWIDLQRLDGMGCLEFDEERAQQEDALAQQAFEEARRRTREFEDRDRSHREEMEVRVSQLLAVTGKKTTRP
Runt-CBFb FRET: inhibitors of RUNX1 Runt–CBFb binding, primary screen, biochemical, FRET, Cerulean-Runt, Venus-CBFb, uHTS; Runt-related transcription factor 1 (Homo sapiens) + Core-binding factor subunit beta …; Cerulean-Runt/Venus-CBFb FRET ratio 530/480, 1 h; inhibition, % at 20 µM; hit rate 0.46% among 220,000;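 active = inhibition over about 50% at 20 µM in the single-dose screen, limit read from the data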;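 note: 0% = DMSO wells and 100% = excess unlabeled CBFb competitor control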
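Reagent – Venus-CBFb binding partner, 100 nM · Assay system – Cerulean-tagged RUNX1 Runt domain (FRET donor) fusion protein · Input – 100 nM per protein · Incubation – two 1 h room-temperature incubations shielded from light · Measured by – FRET fluorescence · Medium – Tris buffer pH 7.5 with salts and BSA · Benchmarks – unlabeled CBFb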
TbHK1 inh: Trypanosoma brucei hexokinase 1 inhibitors, primary screen, biochemical, G6PDH-coupled NADH absorbance, MLSCN library | hexokinase 1 [Trypanosoma brucei] | recombinant TbHK1, G6PDH-coupled NADH A340 | inhibition, % at 10 µM | hit rate 0.11% among 220,000 | AID 1430, 2008;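 active = inhibition of 50% or more in the single-dose primary screen; inactive = inhibition below 50%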
p47phox inh: p47phox/p22phox peptide binding inhibitors, primary screen, biochemical, uHTS, NADPH oxidase regulatory subunit; Neutrophil cytosol factor 1 (Homo sapiens), P14598; fluorescence polarization, 2 h; inhibition, % at 24.7 µM; hit rate 0.53% among 220,000; AID 1274, 2008;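 active = inhibition above about 30%, limit read from the data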;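 note: 0% = p47phox with labelled peptide and 100% = labelled peptide alone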
RBBP9 inh: human RBBP9 inhibitors, primary screen, biochemical, fluorescence polarization, FP-Rh probe, HTS; Serine hydrolase RBBP9 (Homo sapiens), O75884; recombinant RBBP9; inhibition, % at 7.94 µM; hit rate 0.2% among 220,000; AID 1515, 2009;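 active = inhibition above the campaign mean of all tested compounds plus 3 SD, cut at about 14% in these data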;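 note: plate controls were DMSO wells with RBBP9 for no effect and wells lacking RBBP9 protein for full effect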
Target sequence (O75884 whole entry, looked up): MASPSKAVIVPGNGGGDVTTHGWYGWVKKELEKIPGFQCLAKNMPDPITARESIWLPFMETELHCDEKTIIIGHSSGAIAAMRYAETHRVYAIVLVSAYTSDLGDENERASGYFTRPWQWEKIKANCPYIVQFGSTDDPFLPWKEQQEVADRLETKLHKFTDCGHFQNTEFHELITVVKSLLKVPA
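system = RBBP9 protein | input = RBBP9 at 2.5 µM in dispensed solution, before mixing | measured by = fluorescence polarization (mP), excitation 525 nm, emission 598 nm | incubation = enzyme-compound preincubation 30 min, then probe labeling 45 min, 25 °C | buffer or medium = Tris-NaCl-Pluronic buffer, pH 8.0 | compound = single dose 7.94 µM | also added = FP-Rh probe, 375 nM dispensing solution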
Numbers without * were called inactive; nt = no result given; [ ] = another dose, or the depositor's remark. An excerpt. The share of hits here may be higher or lower than overall.

SMILES	m-calpain inh	Furin inh	p97 ATPase inh	EBV gp42 block	Runt-SMMHC FRET	Runt-CBFb FRET	TbHK1 inh	p47phox inh	RBBP9 inh
CCCCn1c(=O)c(C=Nc2cccnc2Cl)c(O)n(CCCCl)c1=O	-57	-4	-4	-11	-17	-1	-2	-7	0
CCN1CCN(Cc2cc(Br)cc(Br)c2O)CC1	7	-24[20 µM]	-3	-16	-8	5	-13	5	-9
Cc1ccccc1-n1c(O)c(/C=C2/C(c3ccccc3)=Nc3ccccc32)c(=O)[nH]c1=O	-9	0	9	-12	-12	-3	1	-62	-3
CC(=O)Nc1ccc(OC(=O)N2CCCCC2)cc1	-4	-27	8	-10	0	0	4	-4	-11
Cn1c(O)c(C=NC2CCN(Cc3ccccc3)CC2)c(=O)[nH]c1=O	-3	-16	-5	2	1	1	6	-4	-4
Cc1ccc(C)c(CN2CCC(n3nnc4cc(F)ccc43)CC2)c1	22	-31	-2	0	-10	-2	-5	2	-7
CC(=O)CC(=O)C1C(=O)N(C)C(=O)N(C)C1=O	-11	-32	5	-21	-4	-4	-1	-8	1
O=P(CN1CCN(c2ccccc2)CC1)(N1CCCCC1)N1CCCCC1	-11	-6	-10	-10	1	-1	1	-6	-12
Cc1cccnc1NC1=NCC(C)S1 (centres undefined)	-7	-13[20 µM]	4	-3	2	-2	2	-14	6
COC(=O)CCCNC(=O)CN1CC(c2ccccc2)CC1=O (centres undefined)	-14	-7	1	-16	2	-1	24	2	-1
CCOc1cc(C=C2C(=O)NC(=O)NC2=O)ccc1OS(=O)(=O)c1ccccc1	14	-21[20 µM]	2	11	8	5	-3	-13	0
CCOC(=O)C1CCN(/C=C2\C(=O)NC(=S)N(CC)C2=O)CC1	-1	-8	8	-13	-1	0	-8	-48	-5
Cc1ccc(CN(Cc2ccccc2)C(=S)NCC(=O)N2CCC3(CC2)OCCO3)o1	39	-13	-4	1	-1	-2	2	-2	-7
CN(C)CP(=O)(Nc1ccccc1)N(C)C (centres undefined)	6	-14	3	-28	0	-3	-3	-10	-1
CC(C)OP(=O)(O)NC(=O)c1ccccc1	-25	-28	2	-1	-4	-1	2	-6	-6
COc1ccc(C2NCc3ccc4c(c3-n3cccc32)OCO4)cc1OC (centres undefined)	15	-22	3	-13	-1	-1	0	-50	-8
COc1ccc(C2=NCC(=O)N(CC(=O)NCc3ccco3)c3sc4c(c32)CCCC4)cc1	-69	-17	1	-5	-27	2	-4	-8	8
CSCCC(N=Cc1c(O)n(-c2ccc(F)cc2)c(=O)[nH]c1=O)C(=O)OC(C)(C)C (centres undefined)	-4	-16[20 µM]	1	-15	-3	0	-2	-7	-1
CC/C(=N\N1CCN(C)CC1)c1c(O)[nH]c(=O)[nH]c1=O	6	-29	3	-12	1	2	0	-4	-2
CC(=NCCc1c[nH]c2ccccc12)c1c(O)n(Cc2ccccc2)c(=O)[nH]c1=O	23	-9	-2	-4	-1	0	0	-15	-4
Oc1c(Cl)cc(Cl)cc1CN1CCN(Cc2ccccc2)CC1	0	-8	-1	-4	-6	0	4	1	-3
Cc1ccc(C2N3CCCN23)cc1 (centres undefined)	-24	-20	4	-9	1	0	-6	-5	-7
Cc1ccc2c(c1)C1CN(C)CCC1N2C(=O)/C(C#N)=C/c1ccc2c(c1)OCO2 (centres undefined)	-19	-15	1	-4	0	5	-23	-22	3
O=C(c1ccc2c(c1)ncn2C1CCCCC1)N1CCC2(CC1)OCCO2	18	-12	-6	5	-1	2	-3	-4	-3
O=C(/C=C/c1c[nH]c2ccccc12)c1c(O)n(CCc2ccccc2)c(=O)[nH]c1=O	10	-10	9	-58	-90	-56	-13	-256	-2
COc1cc(CC2C(=O)N(C)C(=O)N(C)C2=O)ccc1OCc1ccccc1	-3	-8	3	-4	0	0	5	-5	-7
O=C(c1cc(-c2cccnc2)nc2ccccc12)N1CCC2(CC1)OCCO2	2	-22	-3	-19	4	0	-15	-10	-1
CC(=O)c1ccc(OC(NC(=O)Cc2ccccc2)C(Cl)(Cl)Cl)cc1 (centres undefined)	3	-22[20 µM]	1	1	1	-1	-13	-6	-5
Cc1ccc(C(=O)Nc2ccc(Cl)cc2C(=O)c2ccccc2)cc1	nt	-9[20 µM]	-3	nt	nt	nt	4	nt	-10
C=CCn1c(O)c(C(CC)=Nc2ccccc2NC(C)=O)c(=O)[nH]c1=O	13	-27[20 µM]	3	-17	0	-1	-5	3	-10
O=c1[nH]c(=O)n(Cc2ccccc2)c(O)c1/C=N/Nc1c(F)c(F)c(F)c(F)c1F	7	-22	1	-30	1	0	-9	-45	-2
C[C@]12CC[C@@H](O)C[C@@H]1CC[C@@H]1[C@@H]2CC[C@]2(C)C(=O)CC[C@@H]12	9	nt	1	-14	0	0	nt	-4	4
O=C1CC(=O)N(c2ccc(Cl)cc2Cl)C(=O)N1	15	-9	-5	-14	1	1	7	-15	-7
COc1ccccc1N(CC(=O)NC1CCCC1)C(=O)c1cnn(C(C)C)c1	-20	-9[20 µM]	1	-9	-1	-1	2	-19	-1
O=C1NC(=O)N(Cc2ccccc2)C(=O)/C1=C/c1cnc(-c2ccccc2)nc1	13	-17	-1	-4	11	0	0	1	-8
Cc1ccccc1NC(=O)CCl	-12	-23	-2	-10	0	-1	8	-69	-8
O=C(c1cccc(C(F)(F)F)c1)C1CCCN(Cc2ccccc2O)C1 (centres undefined)	41	-12	-8	-8	-2	-3	15	-2	-6
CCOC(=O)C(O)(c1ccc(N=Cc2ccccc2O)c(C)c1)C(F)(F)F (centres undefined)	3	-20	2	6	-3	-1	-3	-12	1
O=c1c2ccccc2nc(-c2ccccc2)n1-n1cccc1	-15	-14	-1	-7	0	0	4	9	0
CCC(=NCCCN1CCOCC1)c1c(O)n(-c2ccccc2C)c(=O)[nH]c1=O	-5	-23	4	-14	1	-2	-3	-16	-8
COc1ccc2nc(/N=C/c3c(O)n(-c4cccc(Cl)c4)c(=O)[nH]c3=O)sc2c1	21	-13[20 µM]	2	-27	-62	-5	-5	-9	-5
CC(=O)c1cn(CCCOc2ccccc2)c2ccccc12	30	-10	-8	1	nt	nt	2	-4	-10
CC(C(=O)O)N(C(=O)c1ccccc1)c1ccc(F)c(Cl)c1 (centres undefined)	-24	-17	0	1	-6	0	0	1	8
Cc1ccc(CN2CCN(Cc3ccccc3)CC2)cc1	-5	-24	-4	-9	1	3	-1	-5	-2
O=C(NCCN1CCOCC1)c1ccc(Cl)nc1	-25	-20	3	2	2	0	-2	-21	-1
O=c1[nH]c(=O)n(Cc2ccco2)c(O)c1C=NCCCn1ccnc1	40	-3[20 µM]	-3	-20	-3	0	3	0	-5
Cn1c(O)c(C=NC2CCCCCC2)c(=O)[nH]c1=S	-20	-6	1	0	-2	1	-29	-4	-2
CCOP(=O)(OCC)C(NC(=O)Cc1ccccc1)C(Cl)(Cl)Cl (centres undefined)	-24	-22	5	-9	-1	-1	0	-4	7

Shown with two lines to a compound: six of the compounds above.
Fields: m-calpain inh	Furin inh	p97 ATPase inh	EBV gp42 block	Runt-SMMHC FRET	Runt-CBFb FRET	TbHK1 inh	p47phox inh	RBBP9 inh
> CC(C(=O)O)N(C(=O)c1ccccc1)c1ccc(F)c(Cl)c1 (centres undefined)
 : -24	-17	0	1	-6	0	0	1	8
> Cc1ccc(CN2CCN(Cc3ccccc3)CC2)cc1
 : -5	-24	-4	-9	1	3	-1	-5	-2
> O=C(NCCN1CCOCC1)c1ccc(Cl)nc1
 : -25	-20	3	2	2	0	-2	-21	-1
> O=c1[nH]c(=O)n(Cc2ccco2)c(O)c1C=NCCCn1ccnc1
 : 40	-3[20 µM]	-3	-20	-3	0	3	0	-5
> Cn1c(O)c(C=NC2CCCCCC2)c(=O)[nH]c1=S
 : -20	-6	1	0	-2	1	-29	-4	-2
> CCOP(=O)(OCC)C(NC(=O)Cc1ccccc1)C(Cl)(Cl)Cl (centres undefined)
 : -24	-22	5	-9	-1	-1	0	-4	7

Additional structures.
SMILES	m-calpain inh	Furin inh	p97 ATPase inh	EBV gp42 block	Runt-SMMHC FRET	Runt-CBFb FRET	TbHK1 inh	p47phox inh	RBBP9 inh
O=C1NC(=O)N(Cc2ccc(F)cc2)C(=O)/C1=C/c1cccs1	-2	-16	3	-10	16	nt	-2	-7	1
CCCC[N+]1(C)[C@@H]2CC(OC(=O)[C@H](CO)c3ccccc3)C[C@H]1[C@@H]1O[C@@H]12 (some centres undefined)	12	nt	5	-11	-3	1	nt	-2	-7
Cc1cc(=O)n(-c2ccccc2)n1-c1ccccc1	13	-14	-6	-12	7	-2	1	6	-6
CCN(CC)CCOC(=O)C(O)(c1ccccc1)c1ccccc1	16	-8	6	-8	-4	-1	-2	4	2
CCCCCCn1c(O)c(C=NCCN2CCOCC2)c(=O)[nH]c1=O	25	-14	-7	-29	-1	-1	0	1	-3
COc1ccc(Br)cc1CN1CCN(C(=O)Cc2ccccc2)CC1	7	-12[20 µM]	-9	-27	-2	2	11	-4	-3
C[C@H]1CCC[C@H](O)CCCCCc2cc(O)cc(O)c2C(=O)O1	9	-36	7	-7	2	-3	4	7	-4
CN1CCN(c2ccc([N+](=O)[O-])c(NCc3ccco3)c2)CC1	-11	8	4	-7	-5	-3	13	8	7
COc1ccc(CN2CCN(C(=O)COc3cccc(C)c3)CC2)c(OC)c1	-9	-23	-3	-10	-3	-1	3	-64	-8
O=C(CN1CC=C(c2ccccc2)CC1)NC(=O)NC1CCCCC1	12	-11	-4	8	1	0	-15	-4	-6
O=C(O)C1C2CCC(O2)C1C(=O)NC1CCCCC1 (centres undefined)	22	-7	-8	12	0	-2	3	17	-4
O=C(O)C(O)(c1ccccc1)C1CCCC1 (centres undefined)	15	-14	2	-23	1	1	-1	-7	-6
CC[n+]1c(/C=C/C=C/c2ccc(N(C)C)cc2)sc2ccccc21	14	-13	-20	-9	5	2	-7	-99	-67
Cn1c(=O)cc(SCC(=O)N2CCC3(CC2)OCCO3)c2ccc(Cl)cc21	-5	-12[20 µM]	0	-12	-1	-2	-12	-3	2
CCOC(=O)C1=C(N)Oc2c(c(=O)oc3ccccc23)C12C(=O)N(C)c1ccccc12 (centres undefined)	9	-12	-6	-23	3	0	-2	-5	2
COc1ccc(C2CN(C)CC2C(=O)c2ccc(F)cc2)cc1Cl (centres undefined)	24	-17	0	-9	-1	-1	2	-12	-5
CC1CCCCN1CC(=O)c1ccc2cc[nH]c2c1 (centres undefined)	-112	-16	-5	-18	0	2	-30	-14	-6
CCC(C)N1C(=O)/C(=C\c2cnc(N(C)C)nc2)C(=O)NC1=S (centres undefined)	-20	-16	-1	-11	5	8	-15	-6	1
